# Screening data from PubChem BioAssay.
# SR-BI HDL uptake = inhibitors of SR-BI mediated HDL lipid uptake, primary screen, ldlA[mSR-BI] cells, fluorescence, single point; Scavenger receptor class B member 1 (Mus musculus), Q61009; 320,000 compounds, 0.96% hits; inhibition, % at 12.5 µM; ldlA[mSR-BI] CHO cells, DiI-HDL uptake fluorescence, 3 h;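 active = mean replicate inhibition of at least 70% and a set share of replicates each scoring 70 or more; inconclusive = meets just one of the two criteria; inactive = fails both criteria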;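 also: 0% = median of neutral control wells and 100% = median of positive control wells; values of inactives mirror those of a sister screen read the other way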
# Target sequence (Q61009 whole entry, looked up): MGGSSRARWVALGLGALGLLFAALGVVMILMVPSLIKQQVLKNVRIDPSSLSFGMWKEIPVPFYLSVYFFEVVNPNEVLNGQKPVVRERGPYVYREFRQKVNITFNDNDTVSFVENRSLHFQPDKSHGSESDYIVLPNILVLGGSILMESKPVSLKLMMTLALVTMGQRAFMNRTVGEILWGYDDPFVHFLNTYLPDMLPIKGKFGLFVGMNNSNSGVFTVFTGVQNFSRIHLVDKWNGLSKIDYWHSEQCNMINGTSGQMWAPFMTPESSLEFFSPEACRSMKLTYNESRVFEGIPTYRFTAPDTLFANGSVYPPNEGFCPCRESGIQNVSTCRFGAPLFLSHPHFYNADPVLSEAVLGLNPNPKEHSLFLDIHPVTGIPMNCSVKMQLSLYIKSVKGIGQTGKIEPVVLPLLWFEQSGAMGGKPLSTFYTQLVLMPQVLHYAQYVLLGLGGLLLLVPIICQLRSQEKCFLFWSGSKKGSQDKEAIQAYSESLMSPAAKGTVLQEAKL
# NSD2 HMT inh = NSD2 histone methyltransferase inhibitors, primary screen, biochemical, AlphaScreen, single concentration, set 2. Histone-lysine N-methyltransferase NSD2 (Homo sapiens), O96028. NSD2 peptide methylation, 120 min. inhibition, % at 12.5 µM. 310,000 compounds, 0.54% hits; in the data active = inhibition above about 50%
# DAGLB inhibitor = DAGLB lipase inhibitors, primary screen, biochemical, fluorescence, HTS. Diacylglycerol lipase-beta (Homo sapiens), Q8NCG7. HEK293T DAGLB membrane lysate, EnzChek fluorogenic substrate. inhibition, % at 5.17 µM. 340,000 compounds, 0.059% hits. AID 504411, 2011; in the data active = inhibition above about 34%;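 also: 0% = enzyme with vehicle and 100% = wells lacking enzyme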
# RTF Ca sens inh = cardiac RTF calcium sensitivity inhibitors, primary screen, biochemical, IANBD-TnC fluorescence, EC70 calcium; Troponin I, cardiac muscle (Homo sapiens) + Troponin T, cardiac muscle (Homo sapiens) + …; IANBD-labeled cardiac RTF, Ca2+ fluorescence; inhibition, % at 7.15 µM; 340,000 compounds, 0.12% hits; AID 493244, 2011;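 active = inhibition above the mean inhibition of all tested compounds plus 3 SD, cut at about 17% in these data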;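 also: assay run at fixed EC70 calcium of 1.6 mM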
# SR-BI DiI-HDL act = activators of SR-BI mediated DiI-HDL uptake, primary screen, ldlA[mSR-BI] CHO cells, DiI fluorescence; 3 h; 100 = double the neutral-control signal; activation, % at 12.5 µM; AID 504775, 2011; 320,000 compounds, 0.096% hits;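 active = mean replicate activation of at least 60% and every replicate at or above 60%; inconclusive = mean or all-replicate condition met, but not both; inactive = mean below 60% and not all replicates reaching 60%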;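 also: 0% = median plate neutral-control signal and 100% = twice that signal; values of inactives mirror those of a sister screen read the other way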
#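 Test system: SR-BI-overexpressing, LDLR-lacking CHO cells. Measured by: DiI fluorescence, bottom read. Medium: Ham's F12 with 0.5% BSA, HEPES 25 mM, pH 7.4. Timing: 3 h uptake period with compound, 37 °C.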
# PKA-R2B activ = activators of PKA-R2B holoenzyme, primary screen, biochemical, fluorescence polarization, Cy5-IP20, human; cAMP-dependent protein kinase catalytic subunit beta (Homo sapiens) + cAMP-dependent …; PKA-R2B holoenzyme dissociation; R2B truncated from residue 108, S112A mutant; 0% DMSO only, 100% 113 µM cGMP; activation, % at 11.4 µM; 340,000 compounds, 0.079% hits; AID 504700, 2011;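 active = activation above a cutoff set at the mean over all compounds plus 3 SD, cut at about 18% in these data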;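 also: higher means more holoenzyme dissociation and a rise in polarization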
# Target sequence (P31323 whole entry, looked up, other chains not shown, the tested form may be a part): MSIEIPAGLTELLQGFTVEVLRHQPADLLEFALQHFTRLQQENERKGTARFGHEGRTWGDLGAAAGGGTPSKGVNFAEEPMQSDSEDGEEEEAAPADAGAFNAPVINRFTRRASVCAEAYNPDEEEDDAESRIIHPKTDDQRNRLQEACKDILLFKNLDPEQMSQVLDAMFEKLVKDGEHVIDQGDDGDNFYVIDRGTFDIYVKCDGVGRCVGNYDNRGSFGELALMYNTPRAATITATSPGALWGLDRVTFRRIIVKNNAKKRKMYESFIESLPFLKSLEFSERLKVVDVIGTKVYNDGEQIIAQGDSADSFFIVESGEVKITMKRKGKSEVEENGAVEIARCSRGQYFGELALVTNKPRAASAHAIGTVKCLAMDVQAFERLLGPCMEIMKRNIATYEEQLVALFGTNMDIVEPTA
# Keap1-Nrf2 PPI = Keap1-Nrf2 protein-protein interaction inhibitors, primary screen, biochemical, fluorescence polarization, single point | 340,000 compounds, 0.15% hits | AID 504523, 2011 | inhibition, % at 9.4 µM | Kelch-like ECH-associated protein 1 (Homo sapiens), Q14145 | Keap1 Kelch-Nrf2 peptide fluorescence polarization, 1536-well; in the data active = inhibition above about 12%; inconclusive = no clear call, values can overlap the other calls; inactive = below about 7.3%;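 also: human Keap1 Kelch domain with fluorescein labeled Nrf2 9mer peptide probe; 0% = neutral control wells and 100% = peptide positive control; higher means more block of Keap1 binding to Nrf2 peptide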
# C-LANA FP = inhibitors of KSHV C-LANA binding to DNA, primary screen, biochemical, fluorescence polarization, FAM-LBS DNA, MBP-C-LANA, single point. inhibition, % at 9 µM. 340,000 compounds, 0.078% hits. AID 504423, 2011;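 active = highest replicate inhibition at or above 60% at 9 µM, even if other replicates fall short; inactive = all replicates below 60% inhibition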;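 also: 0% = neutral control wells and 100% = 4 µM acridine orange control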
# PvdQ inh = P. aeruginosa PvdQ acylase inhibitors, primary screen, biochemical, fluorescence, plate reader and imaging, single point | PvdQ acylase [Pseudomonas aeruginosa LESB58] | purified PvdQ acylase | 340,000 compounds, 0.063% hits | inhibition, % at 10 µM; in the data active = inhibition above about 30%, passing the limit was not always enough; inconclusive = no clear call, values can overlap the other calls;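 also: 0% = vehicle neutral wells and 100% = reference inhibitor wells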
# Arrestin-AP2 inh = inhibitors of beta-arrestin/AP2 binding, primary screen, biochemical, GPCR trafficking, flow cytometry; beta-arrestin 1 C-terminal peptide binding to AP2 beta2-adaptin appendage (human); FITC-arrestin peptide / GST-AP2 beads; AP2 beta2 appendage carries R879A mutation; inhibition, % at 10 µM; 340,000 compounds, 0.31% hits; AID 504490, 2011;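 active = inhibition above a set limit, near 3 SD of compounds lacking own fluorescence, cut at about 54% in these data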;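 also: plate controls were DMSO wells for no effect and 5 µM unlabelled arrestin peptide for full effect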
#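 System: GST-AP2 R879A bound to glutathione beads, E. coli-expressed. Also added: 50 nM FITC-arrestin peptide. Schedule: compound with beads 12 min RT, then probe 1 h RT. Signal: bead flow cytometry, FITC channel. Read-out basis: percent response.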
# * = called active by the depositor; ? = inconclusive; . = no result given.
# Preview (11 entries):
SMILES,SR-BI HDL uptake,NSD2 HMT inh,DAGLB inhibitor,RTF Ca sens inh,SR-BI DiI-HDL act,PKA-R2B activ,Keap1-Nrf2 PPI,C-LANA FP,PvdQ inh,Arrestin-AP2 inh
Cc1ccc(Sc2nc(C)cc(C)c2S(C)(=O)=O)cc1,24,-2,0,-14,-24,-4,1,0.3,-3,2
Cc1ccccc1NC(=S)NC(NC(=O)c1ccccc1C)C(Cl)(Cl)Cl (configuration not stated),20,1,5,-7,-20,-8,-1,1.8,-6,-5
Cc1ccc(-c2cc(C(=O)N3CCN(C(=O)c4ccco4)CC3)[nH]n2)cc1C,12,-6,1,-1,-12,-5,5,-0.8,-9,-3
COc1cc(CN2CCCC(C(=O)c3ccc(C(C)(C)C)cc3)C2)cc(OC)c1O (configuration not stated),-7,11,-2,-10,7,12,2,-1.4,-3,-6
CC1(C)C(C=C(Cl)Cl)C1C(=O)OCc1cccc(Oc2ccccc2)c1 (configuration not stated),-12,.,-8,-21,12,0,-2,-0.7,-13,4
O=[N+]([O-])c1cc(S(=O)(=O)Nc2ccccc2)ccc1N1CCN(c2ccc(O)cc2)CC1,12,2,2,-4,-12,-21,-10,-0.4,1,-3
O=c1ccccn1Cc1c(F)cccc1Cl,-5,10,-2,-6,5,-9,-2,1.1,-14,1
Cc1ccc(OC(=O)c2ccc(S(=O)(=O)N(C)C)cc2)c(-n2nc3ccccc3n2)c1,-16,-1,-7,2,16,-4,-3,2.2,-5,3
CCOc1cc(N2CCOCC2)c(OCC)cc1NC(=O)CN1C(=O)NC(CC)(c2ccc(F)cc2)C1=O (configuration not stated),21,2,-1,-4,-21,-4,-4,0.6,7,6
Cn1c(=O)c2c(nc(SCC(=O)N3CCOCC3)n2C)n(C)c1=O,34,-2,-4,-7,-34,0,-3,0.1,-16,-1
COc1ccc(S(=O)(=O)N2CCOCC2)cc1NC(=O)CN1C(=O)NC2(CCCC2)C1=O,-34,6,1,-8,34,2,-6,5.6,-11,-8

# This part in full, repeating the preview:
SMILES,SR-BI HDL uptake,NSD2 HMT inh,DAGLB inhibitor,RTF Ca sens inh,SR-BI DiI-HDL act,PKA-R2B activ,Keap1-Nrf2 PPI,C-LANA FP,PvdQ inh,Arrestin-AP2 inh
Cc1ccc(Sc2nc(C)cc(C)c2S(C)(=O)=O)cc1,24,-2,0,-14,-24,-4,1,0.3,-3,2
Cc1ccccc1NC(=S)NC(NC(=O)c1ccccc1C)C(Cl)(Cl)Cl (configuration not stated),20,1,5,-7,-20,-8,-1,1.8,-6,-5
Cc1ccc(-c2cc(C(=O)N3CCN(C(=O)c4ccco4)CC3)[nH]n2)cc1C,12,-6,1,-1,-12,-5,5,-0.8,-9,-3
COc1cc(CN2CCCC(C(=O)c3ccc(C(C)(C)C)cc3)C2)cc(OC)c1O (configuration not stated),-7,11,-2,-10,7,12,2,-1.4,-3,-6
CC1(C)C(C=C(Cl)Cl)C1C(=O)OCc1cccc(Oc2ccccc2)c1 (configuration not stated),-12,.,-8,-21,12,0,-2,-0.7,-13,4
O=[N+]([O-])c1cc(S(=O)(=O)Nc2ccccc2)ccc1N1CCN(c2ccc(O)cc2)CC1,12,2,2,-4,-12,-21,-10,-0.4,1,-3
O=c1ccccn1Cc1c(F)cccc1Cl,-5,10,-2,-6,5,-9,-2,1.1,-14,1
Cc1ccc(OC(=O)c2ccc(S(=O)(=O)N(C)C)cc2)c(-n2nc3ccccc3n2)c1,-16,-1,-7,2,16,-4,-3,2.2,-5,3
CCOc1cc(N2CCOCC2)c(OCC)cc1NC(=O)CN1C(=O)NC(CC)(c2ccc(F)cc2)C1=O (configuration not stated),21,2,-1,-4,-21,-4,-4,0.6,7,6
Cn1c(=O)c2c(nc(SCC(=O)N3CCOCC3)n2C)n(C)c1=O,34,-2,-4,-7,-34,0,-3,0.1,-16,-1
COc1ccc(S(=O)(=O)N2CCOCC2)cc1NC(=O)CN1C(=O)NC2(CCCC2)C1=O,-34,6,1,-8,34,2,-6,5.6,-11,-8
CCN(CC(=O)Nc1c(F)cccc1F)C(=O)CSc1ccccc1,-12,0,0,2,12,3,-4,-0.4,-18,1
Cn1cccc1Cc1nnc(SCC(=O)Nc2nc3ccccc3s2)n1CCc1ccccc1,3,.,4,-3,-3,-6,-2,2.2,-7,2
CC1Sc2ccc(S(=O)(=O)N3CCN(c4cccc(Cl)c4)CC3)cc2NC1=O (configuration not stated),-2,-3,3,-4,2,-6,-2,0.5,-6,2
NS(=O)(=O)c1cccc(NC(=O)c2cccc(S(=O)(=O)N3CCCCCC3)c2)c1,-207,-3,-3,0,?,-5,-2,0.8,-7,0
CN(Cc1ccccc1)C(=O)COC(=O)c1ccccc1Nc1ccccc1,0,-4,-8,-18,0,-1,-2,1.5,3,32
Cc1ccc(NS(=O)(=O)c2ccc(-c3ccc(=O)[nH]n3)o2)cc1Cl,-22,1,3,4,22,-3,2,-1.2,-2,19
Cc1ccc(S(=O)(=O)c2ccc(C)cc2)cc1,-24,0,0,-4,24,-2,-4,-1.4,-9,-2
COc1ccc(NC(=O)CSC2=NN3CCCC(=O)N=C3S2)c(OC)c1,-3,-2,2,1,3,1,5,5.5,1,7
COC(=O)CCC(=O)N1CCCC(CO)(Cc2ccccc2)C1 (configuration not stated),-23,-9,1,1,23,-8,-7,0.3,-13,-2
Cc1ccc(-c2nc3ccccc3n3nnnc23)cc1,9,.,-1,-4,-9,-1,-2,2.9,12,17
CC1CCCC(C)N1C(=O)COC(=O)/C=C/c1ccco1 (configuration not stated),-2,-1,3,-3,2,-6,-1,-0.7,-9,29
CC(=O)N1CCCN(Cc2cn(-c3cc(C)ccc3C)nc2-c2ccccc2)CC1,30,7,0,-1,-30,-9,-3,2.1,2,-1
Cn1c(SCc2cc(=O)[nH]c(C(C)(C)C)n2)nnc1C(F)(F)F,-12,-6,1,-4,12,-2,-3,1.8,-20,10
COc1ccc(C)cc1NC(=O)c1cccc(C(=O)Nc2cc(C)ccc2OC)n1,-9,-1,-4,-6,9,-4,3,-1.6,-2,-10
SMILES,SR-BI HDL uptake,NSD2 HMT inh,DAGLB inhibitor,RTF Ca sens inh,SR-BI DiI-HDL act,PKA-R2B activ,Keap1-Nrf2 PPI,C-LANA FP,PvdQ inh,Arrestin-AP2 inh
COCc1cc(=O)n2[nH]c(C)c(-c3ccccc3)c2n1,-41,1,1,1,41,-2,2,2.7,-5,-10
O=C(Cc1ccc(Cl)cc1)Nc1ncc([N+](=O)[O-])s1,-2,3,-2,9,2,-7,-6,-0.3,-10,-16
CCC(=O)NC1(C(F)(F)F)C(=O)NC(C)=C1C#N (configuration not stated),-18,-1,-2,-17,18,-3,-3,1.7,-9,-4
COc1ccccc1-c1cc(C(=O)NCc2ccc(Cl)cc2)no1,15,2,-19,-7,-15,-2,-7,0.3,-11,-3
O=C(OCCN1C(=O)c2ccccc2C1=O)Oc1ccccc1,-19,-1,0,0,19,1,-1,1.3,2,17
O=C(NCC(=O)N1CCN(Cc2ccccc2)CC1)c1ccc(Br)o1,-53,-1,2,4,.,10,-2,0.1,-11,-1
COc1ccc(-c2ccc(/C=C(\NC(=O)c3ccccc3)C(=O)N3CCOCC3)o2)cc1,21,6,5,-8,-21,0,3,1.7,-7,6
CCNC(=O)/C(=C/c1ccc2c(c1)OCO2)NC(=O)c1ccc(Br)cc1,22,0,0,-3,-22,0,-2,2.0,-10,8
CCCN(CC(=O)Nc1ccccc1C)C(=O)Cc1cccs1,-3,6,-3,-1,3,-7,4,1.8,7,37
O=[N+]([O-])/C(C(Cl)=C(Cl)Cl)=C(\Sc1ccccc1)N1CCCCC1,-2,0,-1,3,2,0,-2,-1.1,-5,4
CCN(CC)c1ccc(NC(=S)NC(=O)c2ccco2)cc1,0,18,-1,7,0,8,-1,0.0,4,-2
CCC(=O)N1CCN(C(C)=O)C1c1ccccc1 (configuration not stated),-17,-1,3,7,17,-5,-1,-0.9,-17,-2
COc1ccc(NC(=O)CN(C)C(=O)C2CSC3(C)CCC(=O)N23)cc1 (configuration not stated),-11,-1,-1,-4,11,-2,2,-0.2,-4,0
O=S(=O)(c1cccs1)N1CCN(c2ccnc3cc(Cl)ccc23)CC1,-3,0,.,.,3,.,1,1.6,3,24
O=C(c1ccc(S(=O)(=O)Nc2ccc(F)cc2)cc1)N1CCN(c2ccccn2)CC1,11,-1,1,6,-11,-8,3,0.8,-2,6
Cc1ccc(C(=O)COC(=O)CNC(=O)c2ccco2)cc1,-14,1,-2,-2,14,1,-1,-0.1,-9,1
Cc1ccc2c(CN3CCN(C(=O)c4ccco4)CC3)cc(=O)oc2c1C,-13,-4,0,-7,13,0,4,2.2,-8,10
Cc1ccc(C(=O)c2coc3ccc(O)c(CN4CCN(C)CC4)c23)cc1,-3,4,2,-10,3,6,-7,0.7,-16,-5
COc1ccc(COc2cc(-c3cccc(OC)c3)nc3ccc(NC(=O)C(C)C)cc23)cc1,27,.,-2,-8,-27,3,0,-5.4,-5,.
COc1ccc(NC(=O)/C(C#N)=C/c2ccc[nH]2)c(OC)c1,-3,-2,-1,-13,3,5,-2,1.4,-4,-4
COc1ccccc1CNC(=O)c1ccc(-c2ccccc2C(F)(F)F)o1,-3,.,-4,7,3,5,-5,-0.5,-8,.
[N-]=[N+]=NCCN1CCN(CCc2ccccc2)CCC1=O,20,.,2,-12,-20,-3,-1,0.6,-20,-3
CC1CCN(S(=O)(=O)c2ccc(C(=O)N3CCCC(C(F)(F)F)C3)cc2)CC1 (configuration not stated),-12,-3,-2,1,12,-6,-7,0.7,-15,-10
